Screens from PubChem.
hIAP block = human IAP inhibition. P09923. purified IAP, CDP-Star luminescence, 30 min. inhibition, % at 10 µM. 0.12% of 330,000 active. AID 2544;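 active = inhibition reaching a set limit with compound at 10 µM in the primary screen, cut at about 35% in these data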;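 note: plate controls were DMSO wells with enzyme for no effect and no-enzyme buffer wells for full effect; values of inactives mirror those of a sister screen read the other way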
Target sequence (P09923 whole entry, looked up): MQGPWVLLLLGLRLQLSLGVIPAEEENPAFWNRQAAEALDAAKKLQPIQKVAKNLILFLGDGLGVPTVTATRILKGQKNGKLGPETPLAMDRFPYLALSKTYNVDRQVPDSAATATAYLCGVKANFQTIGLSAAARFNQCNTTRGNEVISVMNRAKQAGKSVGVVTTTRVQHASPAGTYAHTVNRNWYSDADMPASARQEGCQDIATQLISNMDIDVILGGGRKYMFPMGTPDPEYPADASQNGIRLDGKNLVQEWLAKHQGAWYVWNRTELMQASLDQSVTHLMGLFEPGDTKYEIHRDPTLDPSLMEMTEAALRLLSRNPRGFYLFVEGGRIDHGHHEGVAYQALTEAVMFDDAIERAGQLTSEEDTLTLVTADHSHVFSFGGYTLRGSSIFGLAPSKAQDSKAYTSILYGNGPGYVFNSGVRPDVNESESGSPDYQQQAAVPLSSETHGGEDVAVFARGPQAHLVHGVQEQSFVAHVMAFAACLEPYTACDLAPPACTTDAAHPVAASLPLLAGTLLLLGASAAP
ATG4B inhibitor = blocks human ATG4B protease cleavage of LC3 substrate. AID 504462. Q9Y4P1. ATG4B cleavage of LC3-PLA2, NBD-HPC fluorescence, 1 h. 0.51% of 340,000 active. inhibition, % at 8.33 µM; in the data active = inhibition above about 40%
Target sequence (Q9Y4P1 whole entry, looked up): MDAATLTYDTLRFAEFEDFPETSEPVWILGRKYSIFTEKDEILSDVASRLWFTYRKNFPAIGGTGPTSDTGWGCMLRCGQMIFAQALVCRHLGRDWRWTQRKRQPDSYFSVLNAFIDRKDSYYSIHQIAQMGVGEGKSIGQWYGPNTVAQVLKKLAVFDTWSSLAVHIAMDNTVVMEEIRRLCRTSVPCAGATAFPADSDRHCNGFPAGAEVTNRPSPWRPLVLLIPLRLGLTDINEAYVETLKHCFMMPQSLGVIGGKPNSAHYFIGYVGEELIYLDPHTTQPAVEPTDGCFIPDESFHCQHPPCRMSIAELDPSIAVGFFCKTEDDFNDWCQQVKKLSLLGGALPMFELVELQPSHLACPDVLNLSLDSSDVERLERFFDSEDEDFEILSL
mIAP inh = blocks mouse intestinal alkaline phosphatase | inhibition, % at 10 µM | AID 2806 | 0.2% of 330,000 active | purified mouse IAP, CDP-Star luminescence, 30 min;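 active = inhibition of at least 40% at 10 µM in the primary screen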;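 note: plate controls were DMSO with enzyme for no effect and no enzyme wells for full effect; values of inactives mirror those of a sister screen read the other way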
A3A deaminase = human APOBEC3A DNA deaminase inhibition | AID 493011 | 0.41% of 330,000 active | recombinant A3A, FAM/TAMRA ssDNA deamination fluorescence | inhibition, % at 20 µM;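 active = at least 40% inhibition at 20 µM here, with at most 30% in a related deaminase screen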;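 note: plate controls were A3A with DMSO for no effect and wells lacking A3A enzyme for full effect; some results filed as inactive read as strong as hits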
Target sequence (P31941 whole entry, looked up): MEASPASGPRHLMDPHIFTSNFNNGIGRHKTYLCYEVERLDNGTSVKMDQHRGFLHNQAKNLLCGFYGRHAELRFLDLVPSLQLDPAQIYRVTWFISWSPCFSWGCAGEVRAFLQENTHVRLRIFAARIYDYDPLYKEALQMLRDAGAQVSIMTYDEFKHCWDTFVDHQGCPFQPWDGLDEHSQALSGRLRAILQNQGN
HKDC1 inh = blocks human hexokinase HKDC1 activity; Q2TB90; recombinant HKDC1, G6PDH/diaphorase resazurin coupled fluorescence; inhibition, % at 20 µM; 0.16% of 340,000 active;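 active = inhibition above about 35% when tested at 20 µM, limit read from the data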;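 note: plate controls were DMSO wells with enzyme for no effect and DMSO wells lacking enzyme for full effect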
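Material: recombinant HKDC1 hexokinase; Amount: HKDC1 at 5 µg/mL; Medium: Tris pH 8.0 buffer with MgCl2, Tween-20, BSA, BME; Schedule: 90 min reaction incubation at room temperature, dark; Technique: coupled resazurin fluorescence, excitation 525 nm, emission 613 nm.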
PfGluPho inh = PfG6PD (Plasmodium falciparum) enzyme inhibition; 0.78% of 350,000 active; PfGluPho enzyme, NADPH resazurin-diaphorase fluorescence; inhibition, % at 20 µM;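 active = inhibition reaching at least a set limit at 20 µM in the primary screen, cut at about 59% in these data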;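 note: 0% = DMSO wells with substrate and 100% = DMSO wells lacking glucose-6-phosphate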
mIAP act = mouse IAP activation. muIAP, CDP-Star luminescence, 30 min; active compounds read high; 1 = vehicle-only enzyme signal, 0 = enzyme-free wells. activation factor at 10 µM. 0.24% of 330,000 active;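 active = activation factor of at least 2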; note: the source names both 10 and 20 µM as test concentration; values of inactives mirror those of a sister screen read the other way
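Assay system: mouse IAP enzyme; Reagent: CDP-Star chemiluminescent phosphatase substrate; Compound: DMSO-dissolved test compounds; Incubation: 30 min, room temperature; Technique: luminescence from enzymatic CDP-Star hydrolysis; Controls: DMSO-only wells and no-enzyme negative control.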
hIAP act = human IAP activation; P09923; purified human IAP, CDP-Star luminescence, 30 min; active compounds read high; 1 = vehicle-only enzyme, 0 = enzyme-free background; activation factor at 10 µM; 0.16% of 330,000 active; AID 2524;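 active = activation factor of the enzyme at least 2-fold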; note: the source names both 10 and 20 µM as test concentration; values of inactives mirror those of a sister screen read the other way
* = called active by the depositor; . = no result given.

hIAP act	mIAP act	hIAP block	A3A deaminase	mIAP inh	ATG4B inhibitor	PfGluPho inh	HKDC1 inh	SMILES
1.1	1	-8	2	-4	-3	9	-4	Cc1ccc2c(c1)nnn2C1CCN(CC(=O)N(c2ccccc2)c2ccccc2)CC1
1	1	-4	2	-2	-1	12	-6	CCn1c(SCC(=O)Nc2cc(C)on2)nc2sc3c(c2c1=O)CCCC3
1	0.95	-2	-2	5	3	5	-5	Cc1cc(NO)nc(-c2ccc(Br)cc2)n1
0.95	0.83	5	7	17	-12	-9	-2	COC(=O)c1ccc(C(=O)NC(=S)Nc2ccc3nc(SC)sc3c2)cc1
0.93	1	7	4	0	11	-21	5	O=C(COC(=O)c1ccc(Br)cc1)NCCc1ccccc1
1	0.99	-4	-4	0	7	7	-9	COc1cccc(-n2c(COc3ccc(C)cc3)nnc2SCC(=O)O)c1
0.91	1	9	-8	-4	7	-6	-4	CCOc1ccc(NC(=O)CN(C)C(=O)CCN2C(=O)C3CC=CCC3C2=O)cc1OCC (stereo not given)
0.91	0.92	9	-4	8	1	-18	-5	O=C(CNC(=O)c1ccccc1Cl)NCCc1cccs1
1.1	1	-9	2	-3	-10	2	-2	Cc1ccccc1C(=O)c1cccn1CC(=O)NCc1ccc2c(c1)OCO2
0.9	1.2	10	-2	-23	-1	18	0	Cc1ccccc1NC(=O)CSc1nc(Nc2ccccc2)nc(N2CCOCC2)n1
1.1	1	-10	-1	-5	-7	-24	0	c1ccc(CNC2=NCCCC2)cc1
0.94	1	6	-3	-4	-18	-5	-3	CC(C)(C)C(=O)Nc1nc(C2CCCN2S(=O)(=O)c2ccc(Cl)cc2)cs1 (stereo not given)
1	1	-1	-2	0	6	5	10	CC1(C)OC2OC(COC(=O)c3ccccc3)C3OC(C)(C)OC3C2O1 (stereo not given)
0.97	0.95	3	-3	4	2	-1	-2	CC(=O)N1CCN(CC(=O)NC(=O)Nc2ccc3c(c2)OCCO3)CC1
0.83	0.83	17	-1	16	-2	15	-2	COc1ccccc1C(=O)NC(=S)Nc1ccc(N2CCCC2)cc1
1.2	1.2	-21	1	-15	-8	21	-4	CC(C)NC(=O)Nc1ccc(Br)cc1Cl
1.1	1.1	-5	0	-7	-5	-7	-4	Cc1ccc(-c2cc(-c3ccccc3O)nc(N/N=C/c3cccnc3)n2)cc1
0.93	1.1	7	-4	-6	-2	11	-10	O=C(CCN1C(=O)C2C3CCC(C3)C2C1=O)Nc1ccccc1C(F)(F)F (stereo not given)
1.1	1	-12	3	-1	-2	-51	-7	Cc1cc(C(C)(C)C)cc(S(=O)(=O)Nc2cccc(C(=O)O)c2)c1C
1.1	1.1	-9	4	-12	-7	-13	-2	COc1c(/C=N/NS(=O)(=O)c2ccc(C)cc2)c(CCN(C)C(C)=O)cc2c1OCO2

The last 2 compounds of the section above come first, to join the parts:
hIAP act	mIAP act	hIAP block	A3A deaminase	mIAP inh	ATG4B inhibitor	PfGluPho inh	HKDC1 inh	SMILES
1.1	1	-12	3	-1	-2	-51	-7	Cc1cc(C(C)(C)C)cc(S(=O)(=O)Nc2cccc(C(=O)O)c2)c1C
1.1	1.1	-9	4	-12	-7	-13	-2	COc1c(/C=N/NS(=O)(=O)c2ccc(C)cc2)c(CCN(C)C(C)=O)cc2c1OCO2
1.1	0.97	-15	-1	3	-4	-20	10	Cc1noc(C)c1S(=O)(=O)Nc1ccc(C(=O)Nc2ccc(OC(F)(F)F)cc2)cc1
0.91	1	9	27	-2	-3	4	-1	O=S(=O)(NCc1nc(-c2ccccc2)no1)c1ccc(F)cc1
1.2	1.1	-18	-1	-7	1	-6	-6	Cc1[nH]c(=O)[nH]c(=O)c1CSc1nnc([C@@H](NC(=O)OC(C)(C)C)C(C)C)o1
1.6	0.81	-56	-7	19	2	-48	-7	O=C(CNC(=O)c1ccccc1F)NNC(=O)c1ccccc1O
1.1	0.84	-5	0	16	4	-10	-13	O=C(CN1CCOCCOCCOCC1)Nc1ccccc1
0.79	1	21	-6	-3	3	3	1	COc1cccc(C(C)NC(=O)Cc2cccs2)c1 (stereo not given)
0.85	0.99	15	2	1	6	16	1	COc1ccc(-c2nn(-c3ccccc3)cc2N)cc1
1.1	1	-6	-5	-3	2	1	0	CCCCCCC(=O)c1c(C)[nH]c(C(=O)OCC)c1C
0.9	0.96	10	0	4	.	.	.	COc1ccc(NC(=O)/C(Cl)=C(/Cl)S(=O)Cc2ccc(C)cc2)cn1 (stereo not given)
0.86	1.1	14	0	-11	1	4	-4	Cc1ccc(S(=O)(=O)C2(C(=O)Nc3ccc(Br)cc3)CC2)cc1
0.85	0.99	15	4	1	1	-3	-3	Cc1cc(=O)oc2cc(OCC(=O)OCc3nnc(-c4ccccc4)o3)ccc12
0.94	1.1	6	2	-6	0	14	1	COc1cc(CC(=O)O)c([N+](=O)[O-])cc1OC
1.2	0.67	-18	15	33	3	12	-1	O=[N+]([O-])c1ccc(/C=N/Nc2nc(N3CCCC3)nc(N3CCCC3)n2)o1
0.81	0.95	19	-4	5	-4	-4	-1	CCCCC1CC(C)(C(=O)CSc2nc3ccccc3s2)OC1=O (stereo not given)
1	1.1	-1	2	-8	1	15	-10	COC(=O)c1cccc(CSc2nc3ccccc3[nH]2)c1
0.86	0.98	14	-5	2	-2	-5	-6	Cc1nn(CC(=O)Nc2ccc(N(C)C)cc2)c(C)c1[N+](=O)[O-]
1	0.84	-3	6	16	4	18	0	Cc1nc2ccccc2n2c(O)c(CC(=O)O)cc12
0.98	1	2	-5	-3	-1	13	-3	Cc1cc(C)cc(-n2ncc3c2CCCC3NC(=O)C2CCC2)c1 (stereo not given)
1.1	0.86	-14	-1	14	-14	8	1	O=C(Nc1cccc([N+](=O)[O-])c1)C12CC3CC(C1)CC(n1cnc([N+](=O)[O-])n1)(C3)C2
0.93	1.1	8	-4	-5	0	11	-2	CCOC(=O)c1c(NC(=O)COC(=O)c2ccccn2)sc(C)c1C

Complete entries from above:
Profile of O=C(CN1CCOCCOCCOCC1)Nc1ccccc1 : hIAP act = 1.1; mIAP act = 0.84; hIAP block = -5; A3A deaminase = 0; mIAP inh = 16; ATG4B inhibitor = 4; PfGluPho inh = -10; HKDC1 inh = -13
Profile of Cc1cc(=O)oc2cc(OCC(=O)OCc3nnc(-c4ccccc4)o3)ccc12 : hIAP act = 0.85; mIAP act = 0.99; hIAP block = 15; A3A deaminase = 4; mIAP inh = 1; ATG4B inhibitor = 1; PfGluPho inh = -3; HKDC1 inh = -3
Profile of Cc1ccc(S(=O)(=O)C2(C(=O)Nc3ccc(Br)cc3)CC2)cc1 : hIAP act = 0.86; mIAP act = 1.1; hIAP block = 14; A3A deaminase = 0; mIAP inh = -11; ATG4B inhibitor = 1; PfGluPho inh = 4; HKDC1 inh = -4

The list continues:
hIAP act	mIAP act	hIAP block	A3A deaminase	mIAP inh	ATG4B inhibitor	PfGluPho inh	HKDC1 inh	SMILES
1.2	0.96	-20	-3	4	-2	-8	-5	CC(C)C(=O)Nc1cc(C(F)(F)F)ccc1N1CCOCC1
0.94	1	6	-2	-1	8	7	-1	COc1ccc(OC)c(-c2nnc3n2N=C(c2ccc(OC)c(OC4CCOC4)c2)CS3)c1 (stereo not given)
0.81	0.95	19	1	4	3	-4	2	CC1=C(C(=O)OC(C)(C)C)C(c2cccs2)NC(=O)N1 (stereo not given)
1.3	0.98	-32	-3	2	-1	26	-5	CCn1cnc2cc(NCc3cccc(OC)c3O)ccc21
0.92	0.96	8	0	4	-11	36	0	Nc1nc2cc(S(=O)(=O)NC3=NCCCCC3)ccc2s1
0.73	1	27	-3	0	-3	48	3	Cc1cc2c(cc1S(=O)(=O)NCc1ccccc1Cl)OCCN2C
1.1	1.1	-12	2	-6	-19	-12	-2	Cc1cccc(C(=O)OCC(=O)NN2C(=O)NC3(CCCCC3)C2=O)c1
0.94	1	6	-6	-2	1	2	2	COc1ccc(/C(=N\O)c2ncc(C(F)(F)F)cc2Cl)cc1
0.99	0.97	1	-4	3	-5	-4	-4	COc1ccc(-c2noc(CCC(=O)NC3CCN(Cc4ccccc4)CC3)n2)cc1
0.91	1.1	10	3	-7	0	2	0	COCCN(C(=O)Cn1nnc2ccccc21)C(C(=O)NC1CCCCC1)c1ccc(OC)cc1OC (stereo not given)
1.1	0.94	-5	2	6	-4	-13	-13	CCCCN1C(=O)C(=O)N(CC(=O)Nc2sc(CC)cc2C(=O)OCC)C1=O
0.98	0.98	2	-4	2	10	4	-2	O=C1C2CC=CCC2C(=O)N1c1cccc(OS(=O)(=O)c2ccc3ccccc3c2)c1 (stereo not given)
0.92	0.9	8	-4	10	6	2	3	Cc1cccc(Oc2nc(-c3ccncc3)nc3ccccc23)c1
0.89	1	11	0	-5	-15	-2	0	CCC(C)(C)NC(=O)C(c1ccc(C)cc1)N(Cc1cccnc1)C(=O)c1csnn1 (stereo not given)
1	0.92	-5	-6	8	-1	-14	0	O=C(NCCc1ccccc1)C(NS(=O)(=O)c1cccc2nsnc12)c1ccccc1 (stereo not given)
1.3	0.87	-29	-5	13	-1	21	3	CC(=O)c1cccc(CN2CCCC(C(=O)Nc3ccc(-c4ccco4)cc3)C2)c1 (stereo not given)
1	0.95	-1	0	5	6	-11	0	O=C(c1nnc(-c2ccc(Cl)cc2)o1)C1CCCC1
1.1	0.94	-9	-2	6	4	-4	3	COc1ccc(C(=O)N2CCN(S(=O)(=O)N3CCOCC3)CC2)cc1OC
1	1.1	-4	3	-6	-14	9	2	Cc1ccc2[nH]c(=O)c(CN(CCN3CCOCC3)C(=O)Nc3ccc(F)cc3)cc2c1
1	0.94	-2	-8	6	0	14	-2	COc1ccccc1N1CCN(C2CCCN(C(=O)c3cc(C4CC4)on3)C2)CC1 (stereo not given)
0.82	0.94	18	3	6	-3	-8	-2	Cc1ccc2nsnc2c1NS(=O)(=O)c1c(C)ccc2nsnc12
1	1	-4	-6	-4	-10	1	-7	CSc1nc(N(C)C)c2ccccc2n1
1.2	1.1	-22	-3	-8	5	-5	-3	N#CC(=C=[N-])/C=C(\C(=O)c1ccccc1)[n+]1ccccc1
1	0.94	-2	1	6	9	-5	-4	COc1ccc(S(=O)(=O)N2CCOCC2)cc1NC(=O)COc1ccc2ccc(=O)oc2c1
1.1	1.1	-8	0	-9	1	-18	0	CC(C)CC1NC(C(=O)O)Cc2c1[nH]c1ccccc21 (stereo not given)
1.3	0.84	-32	-5	16	3	-11	-3	NC(=O)C(=O)N/N=C/c1c2ccccc2cc2ccccc12
1.2	1	-16	-9	0	1	0	-3	Cn1c(-c2ccccc2)cnc1NCc1ccc(F)cc1
1.1	1.1	-13	3	-15	-4	6	-6	O=C(NCc1ccc2c(c1)OCO2)c1cc2n(n1)C(C(F)(F)F)CC(c1ccc3c(c1)OCO3)N2 (stereo not given)
0.86	0.97	14	-1	3	-5	-1	9	CSC1=NC(C)(C)C=C(/C=C/c2ccc(Cl)cc2)N1
1.3	0.94	-35	2	6	5	-1	-4	O=C(COC(=O)CCN1C(=O)C2CC=CCC2C1=O)NCCc1ccccc1 (stereo not given)
1.1	0.88	-11	-3	12	0	-30	12	O=C(Nc1ccc(Br)cc1C(=O)O)c1ccc2c(c1)C(=O)N(Cc1ccccc1)C2=O
0.92	1.1	8	3	-12	8	-15	5	O=C(NC1CCN(C(=O)Nc2ccccc2Cl)CC1)c1cccc(F)c1
0.96	0.97	4	-8	3	2	0	1	Brc1ccccc1CN1CCC(Cc2ccccc2)CC1
0.99	1.1	1	1	-7	-3	7	-6	O=C(COC(=O)Cc1ccc(Br)cc1)NC1CC1
0.96	1	4	4	-1	-6	0	-6	OCC[C@H]1C[C@H](O)[C@@H](O)[C@]2(Cc3ccccc3CCO2)O1
1.4	0.89	-40	34	11	27	-18	-3	Cc1ccccc1NC(=O)CN1C(=O)S/C(=C\c2cccn2-c2cccc(C(=O)O)c2)C1=O
1	1	-2	-4	0	-3	8	-4	Cc1cc[n+](-c2[nH]c(=O)sc2/C=N/N=C(\[O-])c2ccncc2)cc1C
